# Bim-Mcl-1 – inhibitors of Bim peptide binding to Mcl-1, primary screen, biochemical, bead-based flow cytometry, multiplex; Bim peptide-Mcl-1 binding; inhibition, % at 10 µM; actives 0.1% (n = 190,000); in the data active = inhibition above about 40%;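 note: 0% = no compound tracer wells and 100% = peptide blocker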
# Target sequence (Q07820 whole entry, looked up): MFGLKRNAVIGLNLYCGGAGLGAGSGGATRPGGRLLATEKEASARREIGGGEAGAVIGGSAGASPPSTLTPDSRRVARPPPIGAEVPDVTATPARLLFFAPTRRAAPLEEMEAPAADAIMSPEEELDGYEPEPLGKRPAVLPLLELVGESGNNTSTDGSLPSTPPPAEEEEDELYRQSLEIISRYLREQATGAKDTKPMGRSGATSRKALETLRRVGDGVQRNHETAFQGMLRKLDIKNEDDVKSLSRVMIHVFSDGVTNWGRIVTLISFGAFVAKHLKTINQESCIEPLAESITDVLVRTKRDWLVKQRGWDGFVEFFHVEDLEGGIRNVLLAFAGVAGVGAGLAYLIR
# Avidin fluor – green autofluorescence of compounds with avidin beads – biophysical, 488/530 nm, flow cytometry, artefact control, profiling panel | compound fluorescence 488/530 nm; active compounds read high | fluorescence (KMESF) at 10 µM | actives 0.38% (n = 220,000) | AID 1775, 2009; in the data active = fluorescence above about 47; note: inactives centre near 10
# Rac1 wt modul – wildtype Rac1 GTP binding modulators, primary screen, biochemical, GST-Rac1 beads, flow cytometry, multiplex; actives 0.27% (n = 190,000); GTP binding activity (% of control), % at 10 µM; fluorescent GTP binding; actives lie on both sides; 0 = cold GTP competed, 100 = untreated;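 active = GTP binding activity at least 20 points away from the 100% control level, either lower or higher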
# Rab2A wt mod – modulators of GTP binding to Rab2A wildtype, primary screen, biochemical, dog, bead-based flow cytometry, multiplex; Ras-related protein Rab-2A (Canis lupus familiaris), P61105; GST-Rab2 wt beads, Bodipy-GTP binding; GTP binding activity, % at 10 µM; actives 0.19% (n = 190,000); AID 760, 2007;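 active = GTP binding activity at least 20 points away from 100%, either lowered or raised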;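 note: 0% = beads with excess unlabeled GTP and 100% = no-compound control corrected for plate trend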
# Cdc42 wt – modulators of GTP binding to wildtype Cdc42, primary screen, biochemical, multiplex bead flow cytometry, Bodipy-GTP | Cell division control protein 42 homolog (Homo sapiens), P60953 | GST-Cdc42 beads; actives lie on both sides | percent activity (GTP binding), % at 10 µM | actives 0.2% (n = 190,000);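 active = percent activity GTP binding at least 20 points away from the 100% baseline, either down as inhibitor or up as activator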;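 note: median bead fluorescence of bound Bodipy-FL-GTP at 100 nM; 0% = excess unlabeled GTP control and 100% = no compound control; below 100% means less GTP binding so inhibitor and above means activator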
# Target sequence (P60953 whole entry, looked up): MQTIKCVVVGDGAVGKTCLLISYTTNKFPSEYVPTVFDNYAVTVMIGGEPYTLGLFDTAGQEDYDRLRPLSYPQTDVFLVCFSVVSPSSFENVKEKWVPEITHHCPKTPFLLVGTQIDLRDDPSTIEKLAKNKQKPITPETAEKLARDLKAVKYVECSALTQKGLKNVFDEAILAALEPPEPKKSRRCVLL
# Mcl1-Noxa inh – Mcl-1/Noxa binding inhibitors, primary screen, biochemical, TR-FRET, 1536-well | TR-FRET Mcl-1/Noxa peptide binding, 2 h | inhibition, % at 21.7 µM | actives 1.5% (n = 220,000) | Induced myeloid leukemia cell differentiation protein Mcl-1 (Homo sapiens), Q07820;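 active = compounds that cut the protein-peptide binding signal by more than 50% relative to plate controls in a single-dose test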;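 note: His-tagged Mcl-1 with rhodamine Noxa BH3 peptide and terbium anti-His antibody; 0% = Mcl-1 plus Noxa peptide wells and 100% = peptide-only wells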
# Pf gametocyte – late stage P. falciparum gametocyte viability inhibitors, primary screen, ATP luminescence, HTS; P. falciparum stage V gametocytes, 24 h; inhibition, % at 10.9 µM; actives 0.065% (n = 150,000); AID 743093, 2013;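 active = inhibition above the mean plus 3 SD of compounds within the control limits, set per campaign, cut at about 38% in these data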;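 note: 0% = DMSO wells and 100% = medium only without gametocytes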
# HRas wt GTP bind – modulators of GTP binding to HRas wildtype, primary screen, biochemical, bead-based flow cytometry, multiplex. GTPase HRas (Homo sapiens), P01112. actives 0.14% (n = 190,000). GST-Ras wt beads, Bodipy-FL-GTP binding; actives lie on both sides. AID 759, 2007. GTP binding activity, % at 10 µM;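 active = GTP binding activity at least 20% away from the 100% baseline, either lowered as inhibitor or raised as activator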;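 note: 0% = unlabeled GTP competition control and 100% = no-compound control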
# Target sequence (P01112 whole entry, looked up): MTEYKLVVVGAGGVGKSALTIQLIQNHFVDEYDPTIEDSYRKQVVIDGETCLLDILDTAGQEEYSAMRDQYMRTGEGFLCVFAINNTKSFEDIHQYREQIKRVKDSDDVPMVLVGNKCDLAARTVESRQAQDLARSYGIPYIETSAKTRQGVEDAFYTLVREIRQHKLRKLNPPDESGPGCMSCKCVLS
# Rab7 wt GTP bind – modulators of GTP binding to Rab7, primary screen, biochemical, wildtype, multiplex bead flow cytometry | GST-Rab7 beads, fluorescent GTP binding; actives lie on both sides; untreated = 100%, excess cold GTP = 0% | actives 0.055% (n = 190,000) | GTP binding activity (percent of control), % at 10 µM;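 active = fluorescent GTP binding to Rab7 beads changed by at least 20 points from the 100% baseline, either direction, mostly lower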;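 note: median green fluorescence of bound Bodipy-FL-GTP per Rab7 bead population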
# Mcl1 Bid PPI – Mcl-1/Bid binding inhibitors, primary screen, biochemical, TR-FRET, 1536-well | TR-FRET Mcl-1/Bid-Dy647 peptide binding | inhibition, % at 21.7 µM | actives 0.97% (n = 220,000) | AID 1021, 2008;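 active = compounds that cut the binding signal by more than half at the single screening dose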;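 note: His-tagged Mcl-1 with europium anti-His antibody binding Bid BH3 peptide; 0% = Mcl-1 plus peptide wells and 100% = peptide-only wells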
# Rac1 act GTP bind – GTP binding modulators of activated mutant Rac1, primary screen, biochemical, bead-based flow cytometry, multiplex, fluorescent GTP | actives 0.11% (n = 190,000) | AID 764, 2007 | GST-Rac1 activated beads; actives lie on both sides; 100% means binding = to untreated wells | percent activity (GTP binding), % at 10 µM;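 active = GTP binding at least 20 percentage points away from the 100% baseline, in either direction, so actives lie on both sides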
# The depositor's hits bear a star; . = not tested or not shown.
SMILES,Bim-Mcl-1,Avidin fluor,Rac1 wt modul,Rab2A wt mod,Cdc42 wt,Mcl1-Noxa inh,Pf gametocyte,HRas wt GTP bind,Rab7 wt GTP bind,Mcl1 Bid PPI,Rac1 act GTP bind
CC1CCC(=C(C#N)C(=O)Nc2cccc(Cl)c2)CC1 (centres undefined),-3,10,101,101,102,4,.,101,100,-6,98
Cc1ccc(-c2nc(NC(=O)c3ccc(S(=O)(=O)N(CCC#N)CCC#N)cc3)sc2-c2ccccc2)cc1,-4,4,103,96,102,-57,11,102,104,-25,102
C=CCNS(=O)(=O)CC12CCC(CC1=O)C2(C)C (centres undefined),4,7,105,102,102,-15,.,103,100,-32,100
Cc1ccc(-c2nnn(CC(=O)N(c3cccc(F)c3)C(C(=O)NC(C)(C)C)c3ccco3)n2)o1 (centres undefined),-3,10,101,99,103,15,11,101,98,-8,102
CN1CCN(c2ccc(Cl)cc2NC(=O)C2COc3ccccc3O2)CC1 (centres undefined),-6,7,110,107,109,25,.,107,108,-32,104
O=C(/C=C/c1ccc(F)cc1)N1CCCc2ccccc21,1,7,95,95,95,-16,.,98,106,-18,91
COc1cccc(OC)c1NC(=O)C1CCCN1C(=O)NCc1ccccc1 (centres undefined),0,6,105,103,105,-14,.,102,103,-9,98
CCN1CCN(C(=O)CN(c2ccc(F)c(Cl)c2)S(C)(=O)=O)CC1,-4,8,98,97,94,-5,1,96,100,-15,96
Nn1c(SCC(=O)Nc2ccc3c(c2)OCO3)nncc1=O,1,7,99,98,97,-40,13,98,104,-17,98
COc1ccc(-c2oc3ncnc(NCCN4CCOCC4)c3c2-c2ccc(OC)cc2)cc1,3,9,98,99,100,.,.,98,95,.,96
O=C(CCc1ccccc1)Nc1nnc(-c2ccc3c(c2)OCCO3)o1,1,6,98,94,94,21,20,96,97,-21,94
O=C(Nc1ccc(F)cc1)C1=CC(=O)N2CCN=C2S1,-3,4,101,98,101,2,.,97,95,-41,98
CCN(c1ccccc1)S(=O)(=O)c1ccc(C(=O)NCC(c2cccs2)N(C)C)cc1 (centres undefined),0,12,95,100,93,1,1,97,99,-2,95
Cc1cccc(C)c1OCC(=O)Nn1c(=O)[nH]c2ccccc2c1=O,0,9,101,98,97,0,.,100,105,-17,95
O=C(NC1CCCCC1)C12CC3CC(CC(Cl)(C3)C1)C2,-8,26,105,98,102,4,.,100,97,21,98
Cc1ccc(S(=O)(=O)CC2CSc3nc(N)cc(=O)n32)cc1 (centres undefined),0,8,96,97,97,14,.,99,98,-8,96
Cc1noc(C)c1C(=O)NCCc1ccccc1,-2,1,101,99,101,43,.,97,97,-17,99
O=C(OCC(=O)N1CCC(Cc2ccccc2)CC1)c1ccccc1,0,12,97,99,98,7,11,99,101,-24,96
CCc1ccc2c(c1)cc(CN(C(=S)Nc1ccccc1)C1CC1)c1nnnn12,-5,8,98,93,96,-7,.,95,97,-22,94
O=C(NC(=S)Nc1ccc(Br)cn1)c1cccs1,0,11,90,92,91,9,.,90,91,-7,95

# Quoted from the listing.
# For Bim-Mcl-1, `O=C(NC(=S)Nc1ccc(Br)cn1)c1cccs1` is entered as 0
# For Rab7 wt GTP bind, `Cc1cccc(C)c1OCC(=O)Nn1c(=O)[nH]c2ccccc2c1=O` is entered as 105

# Carrying on:
SMILES,Bim-Mcl-1,Avidin fluor,Rac1 wt modul,Rab2A wt mod,Cdc42 wt,Mcl1-Noxa inh,Pf gametocyte,HRas wt GTP bind,Rab7 wt GTP bind,Mcl1 Bid PPI,Rac1 act GTP bind
COC(=O)Cc1ccc(NC(=S)NNC(=O)c2ccccc2Br)cc1,-4,3,100,97,98,-37,3,100,97,-92,98
COC(=O)CON1C(=O)c2ccccc2C1=O,0,8,98,98,99,1,.,99,99,-7,96
COc1ccc(-n2c(=O)c3c(C)c(C)sc3n(Cc3ccc(F)cc3)c2=O)c(OC)c1,0,9,99,94,94,12,-15,94,98,3,96
OC1(c2ccccc2)CCN(Cc2ccccc2)C2CCCCC21 (centres undefined),-3,15,105,100,100,22,.,102,104,-12,101
COc1cccc(-c2cc(C(=O)Nc3ccc4c(c3)OCCO4)c3ccccc3n2)c1,-6,7,104,101,104,-11,-6,102,102,2,100
CN(CC(O)Cn1c2ccccc2c2ccccc21)S(C)(=O)=O (centres undefined),1,10,108,97,101,0,-9,102,96,15,100
Cc1occc1-c1nnc(SCC(=O)Nc2ccccc2-c2ccccc2)n1C,-1,4,107,103,105,-9,.,103,102,-22,101
COc1cc(OC)cc(C(=O)N[C@H](C(=O)OCC(=O)Nc2cccc(F)c2)C(C)C)c1,-4,5,100,95,96,-1,-33,98,95,1,98
CCOC(=O)CC(c1ccc(N)cc1)n1c(C)ccc1C (centres undefined),3,12,100,99,101,5,-17,98,98,-50,95
Cc1ccc(-c2nn[nH]n2)cc1,-1,.,104,99,95,6,-1,101,102,2,102
CCN(CC)C(=O)c1ccc2nc3ccccc3nc2c1,0,6,103,96,97,11,6,96,91,1,100
Cc1c(C(=O)Nc2ccccc2)csc1-c1ccccc1,1,4,100,100,100,8,-19,101,100,2,101
O=S(=O)(c1ccc(Br)s1)n1cccn1,-5,12,106,101,104,2,2,100,102,-1,99
O=C(Nc1ncc2c(n1)-c1ccccc1OC2)c1cccc([N+](=O)[O-])c1,-2,8,99,94,97,5,.,96,98,-12,97
CCN(CC)C(=S)SSC(=S)N(CC)CC,-5,7,104,100,103,-11,.,98,99,-48,102
COc1ccccc1CNC(=O)CC1Sc2ccccc2NC1=O (centres undefined),-1,24,94,99,92,-23,10,97,103,-15,97
CCOC(=O)C1=C(C)N(C)C(=S)N(C)C1c1ccc(OC)cc1 (centres undefined),-4,9,93,95,93,1,4,96,98,-50,93
CCC(C)Sc1nc2c(c(=O)[nH]c(=O)n2C)n1CC(O)COc1ccccc1C (centres undefined),-11,5,99,95,98,26,39*,97,94,5,92
O=C1c2oc3ccc(Cl)cc3c(=O)c2C(c2cccc(Br)c2)N1CCO (centres undefined),-3,34,108,103,108,19,-5,106,103,3,101
Cc1ccc(/C=N/NC(=O)NN(C)c2ncc(C(F)(F)F)cc2Cl)cc1,0,7,95,97,96,3,20,93,93,-50,92
COCCn1c(SCc2ccc(C(=O)OC)o2)nnc1-c1c[nH]c2ccccc12,-3,21,104,100,103,13,.,99,98,-22,97
O=C(Nc1nccs1)c1cc(Cl)ccc1[N+](=O)[O-],-4,5,101,101,101,-4,-1,98,97,-47,99
NS(=O)(=O)c1ccc(NC(=O)COC(=O)CSc2n[nH]c(-c3ccccc3)n2)cc1,1,4,108,105,107,-23,.,106,106,-36,103
O=C(C1CCCN1S(=O)(=O)c1ccc(Cl)c(Cl)c1)N1CCOCC1 (centres undefined),-4,27,99,99,96,3,4,98,98,-2,97
CC(=O)Nc1ccc(S(=O)(=O)N(CCCN2CCOCC2)Cc2cccs2)cc1,-1,.,98,97,95,11,.,100,93,4,97
Cc1cc(C)n2nc3nc(N4CCCCC4)nc(-c4ccco4)c3c2n1,1,9,95,93,94,66*,.,93,93,-23,96
CCC(C)(C)n1nnnc1C(c1cc2ccc(OC)cc2[nH]c1=O)N1CCCCC1 (centres undefined),-1,12,104,99,103,17,0,100,97,13,100
CC1(C)NC(=O)N(CC(O)CN2C(=O)NC(C)(C)C2=O)C1=O,2,6,99,100,101,-8,14,100,99,19,99
O=C(O)c1cc(-c2ccc3c(c2)OCCO3)n[nH]1,2,11,91,94,88,7,.,96,101,-19,87
Cc1ccc(-c2noc(CCC(=O)NCCN3CCc4ccccc4C3)n2)cc1,-1,38,108,102,104,3,-2,101,100,-13,100
CCN1C(=O)C(CC(=O)Nc2ccc(F)cc2)N(Cc2cccs2)C1=S (centres undefined),-2,10,95,94,94,17,0,93,95,-14,94
CN(C)CCCN(C(=O)CCc1ccccc1)c1nc2c(F)cccc2s1,-1,1,98,97,98,10,12,95,96,-21,99
CC(C)CN1CCN(Cc2cc(F)ccc2-n2cccn2)CC1CCO (centres undefined),-1,1,99,96,94,-4,5,93,93,-40,97
C=CCc1cccc2cc(C(=O)NCCOC)c(=O)oc12,1,8,100,100,103,15,9,99,99,10,98
Cn1c(=O)c2cc(S(=O)(=O)NCCC(=O)NCC3CCCO3)ccc2n(C)c1=O (centres undefined),3,11,96,97,96,10,14,96,100,-11,96
Cc1ccc(/C(N)=N/OC(=O)COc2ccc(Cl)c(C)c2)cc1,-1,5,96,96,99,3,-9,98,98,-8,99
COc1ccc(C2C3C(=O)N(Cc4ccccc4)C(=O)C3ON2c2ccccc2)c(OC)c1OC (centres undefined),-4,7,102,102,103,20,-5,103,103,8,100
O=C(CSc1nnc(-c2ccccc2)n1Cc1ccccc1)NC1CC1,1,8,103,97,99,38,.,100,100,31,99
COc1ccc2c(c1)CC/C(=C\Nc1ccc3c(c1)OCO3)C2=O,-4,9,97,96,99,73*,-8,96,97,-9,96
Cc1cnc(CN2CCc3c([nH]c4ccccc34)C2CC(C)C)[nH]1 (centres undefined),-3,13,101,95,97,16,-1,98,96,-53,97

# Just Mcl1 Bid PPI and Bim-Mcl-1, for 3 of the compounds above:
Compound | Mcl1 Bid PPI | Bim-Mcl-1
CCN1C(=O)C(CC(=O)Nc2ccc(F)cc2)N(Cc2cccs2)C1=S (centres undefined) | -14 | -2
CN(C)CCCN(C(=O)CCc1ccccc1)c1nc2c(F)cccc2s1 | -21 | -1
CC(C)CN1CCN(Cc2cc(F)ccc2-n2cccn2)CC1CCO (centres undefined) | -40 | -1

# Continued:
SMILES,Bim-Mcl-1,Avidin fluor,Rac1 wt modul,Rab2A wt mod,Cdc42 wt,Mcl1-Noxa inh,Pf gametocyte,HRas wt GTP bind,Rab7 wt GTP bind,Mcl1 Bid PPI,Rac1 act GTP bind
COc1ccccc1CNC(=O)C(C)c1ccc([N+](=O)[O-])cc1 (centres undefined),1,9,96,97,95,-10,2,94,99,-18,95
COc1cc(C(=O)NC(=S)Nc2ccc(N3CCCC3)cc2)cc(OC)c1OC,-6,22,102,97,101,12,-4,100,99,-34,96
Cc1ccc(C(=O)N[C@H](C(=O)OCc2cc(=O)n3c(n2)sc2ccccc23)C(C)C)cc1,-3,18,94,96,99,58*,.,96,96,-9,96
CC(C)CC(=O)/C(=C\c1ccc(Cl)cc1Cl)n1cncn1,-13,-1,100,96,99,26,.,99,104,18,97
N#Cc1c2n(c3c(=O)n(CC(=O)c4ccc(Br)cc4)cnc13)CCCC2,-3,8,103,100,100,-4,11,99,99,-2,98
